ERAP1 inh: blocks human ERAP1 aminopeptidase activity | Q9NZ08 | recombinant ERAP1, Leu-AMC fluorescence, 60 min | inhibition, % at 10.7 µM | hit rate 0.15% among 340,000;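 active = mean replicate inhibition of at least 30%, or all replicates individually reaching that 30% level; inactive = mean below 30% and not every replicate reaching it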;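 note: 0% = neutral control wells and 100% = L-leucinethiol positive control wells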
esBAF inh: SWI/SNF esBAF complex inhibition. mouse ES cells, Bmi1-luciferase knock-in reporter, 24 h; 100% = twice the neutral-well signal. AID 602393. reporter increase, % at 12.5 µM. hit rate 2% among 350,000; in the data active = activation above about 40%;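 note: 0% = median of the plate's neutral control wells and 100% = double that signal; a rise in the Bmi1 reporter signal indicates esBAF inhibition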
ERp5 block: ERp5 (human) disulfide isomerase inhibition | AID 651711 | ERp5 insulin aggregation, absorbance 650 nm, 90 min | inhibition, % at 9.99 µM | hit rate 0.05% among 350,000 | Q15084;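 active = mean replicate inhibition above about 25%, with every replicate also reaching it, limit read from the data, passing the limit was not always enough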
S100A4 inh HTS: S100A4-myosin IIA interaction inhibition. P26447. S100A4/TAMRA-MyoIIA peptide fluorescence polarization. inhibition, % at 10.7 µM. hit rate 0.14% among 360,000. AID 652163;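 active = mean inhibition of at least 70% across replicates, with every replicate also reaching that level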
Target sequence (P26447 whole entry, looked up): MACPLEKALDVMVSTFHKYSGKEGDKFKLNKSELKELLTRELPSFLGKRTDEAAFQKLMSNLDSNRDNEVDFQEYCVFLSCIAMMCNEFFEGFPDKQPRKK
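Material: human S100A4 monomer with TAMRA-labelled myosin IIA peptide; buffer or medium: HEPES pH 7.2 with CaCl2, KCl, NaCl, DTT, Triton; compound dosing: one concentration per compound; schedule: 5 min incubation before reading; benchmarks: neutral control DMSO, positive control TFP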
RAD54 branch: RAD54 (human) branch migration inhibition | Q92698 | RAD54 Holliday junction branch migration, FAM/BHQ fluorescence | inhibition, % at 10.4 µM | hit rate 0.14% among 360,000 | AID 602329;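 active = mean normalized replicate activity at least 40 and at least half of replicates scoring 40 or more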;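 note: 0% = median of neutral control wells and 100% = median of positive control wells; inhibitors cause a drop in the FAM fluorescence signal; in these data hits start at about 50%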
Target sequence (Q92698 whole entry, looked up): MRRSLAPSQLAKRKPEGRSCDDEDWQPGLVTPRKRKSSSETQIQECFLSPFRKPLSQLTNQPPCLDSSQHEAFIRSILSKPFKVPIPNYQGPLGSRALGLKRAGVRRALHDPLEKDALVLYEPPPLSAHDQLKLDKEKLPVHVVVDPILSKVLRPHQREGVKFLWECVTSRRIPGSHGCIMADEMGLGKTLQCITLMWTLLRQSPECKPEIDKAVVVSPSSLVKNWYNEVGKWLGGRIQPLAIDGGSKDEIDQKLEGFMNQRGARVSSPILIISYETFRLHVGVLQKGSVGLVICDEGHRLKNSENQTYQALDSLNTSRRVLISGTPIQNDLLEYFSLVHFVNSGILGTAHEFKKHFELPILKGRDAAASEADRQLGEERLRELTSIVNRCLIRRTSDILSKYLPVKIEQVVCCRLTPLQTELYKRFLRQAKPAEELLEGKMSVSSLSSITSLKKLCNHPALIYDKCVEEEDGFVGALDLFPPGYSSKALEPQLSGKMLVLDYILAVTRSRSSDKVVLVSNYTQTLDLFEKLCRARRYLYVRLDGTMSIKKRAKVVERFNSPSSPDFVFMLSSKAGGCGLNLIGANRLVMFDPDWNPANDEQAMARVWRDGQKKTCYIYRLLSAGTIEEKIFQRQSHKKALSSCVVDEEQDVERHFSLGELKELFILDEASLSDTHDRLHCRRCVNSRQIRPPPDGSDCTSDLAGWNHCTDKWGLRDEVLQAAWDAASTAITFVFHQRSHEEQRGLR
Xi reactivation: activators of X-chromosome reactivation in mouse fibroblasts | XiGFP mouse fibroblasts, % GFP-positive cells imaging, 3 d; cells co-treated with 5-aza-dC sensitizer; scaled so ellipticine positive control = 100% | hit rate 0.055% among 360,000 | activation, % at 7.58 µM | AID 743238;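 active = mean normalized replicate activation at least 10% and every replicate at or above 10%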;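 note: 0% = median of on-plate neutral control wells and 100% = ellipticine 6 µM median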
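System: SV40-immortalized XiGFP fibroblast cells, line 68-5-11 / Incubation: 3-day compound exposure, then 15 min fixation at room temperature / Compound: single concentration per compound, delivered by pin transfer / Buffer or medium: DMEM plus 5-aza-dC sensitizer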
E-selectin induc: E-selectin induction on HUVECs | activation, % at 7.58 µM | AID 686992 | hit rate 0.37% among 260,000 | P16581 | HUVEC E-selectin immunofluorescence imaging; normalized: neutral wells 0, TNF-alpha wells 100;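 active = mean E-selectin-positive cell signal at least 10% of the positive control, reached in at least 60% of replicates, without over 20% cell loss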;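 note: in these data hits start at about 27%; measured in HUVEC primary endothelial cells; signal is the percent of cells scored E-selectin positive by PE staining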
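material = human umbilical vein endothelial cells (HUVEC), E-selectin induction | quantity = 3,000 cells/well | medium = EGM-2 growth medium on 0.1% gelatin-coated wells | technique = immunofluorescence imaging | read-out basis = % PE-positive cells | control set = TNF-alpha positive control, DMSO neutral control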
RAD52 anneal inh: inhibitors of human RAD52 DNA annealing; recombinant RAD52 DNA annealing, FRET fluorescence; AID 651710; inhibition, % at 18.7 µM; hit rate 0.46% among 360,000;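 active = every replicate showing at least 50% inhibition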
Numbers without * were called inactive; . = no result given.

mol	ERAP1 inh	esBAF inh	ERp5 block	S100A4 inh HTS	RAD54 branch	Xi reactivation	E-selectin induc	RAD52 anneal inh
O=C(Nc1ccccc1)c1ccc(NCCc2ccccc2)c([N+](=O)[O-])c1	-5	.	-1	-3	.	0.6	-0.2	-257
CC(=O)C1=C(c2ccccc2)NC(=O)NC1c1ccccc1OCC#N (configuration not stated)	-3	-3	0	-2	9	.	.	-2
Cc1ccc(S(=O)(=O)Nc2cccc3c2O[C@@H](CN(C)Cc2ccc4c(c2)OCO4)[C@H](C)CN([C@H](C)CO)C3=O)cc1	-1	-4	6	8	5	-0.3	0.0	-5
C[C@H]1CN([C@@H](C)CO)C(=O)c2cc(-c3cccc(C#N)c3)cnc2O[C@@H]1CN(C)Cc1ccccc1	2	-3	-7	-7	-15	-0.2	0.1	2
Cc1ccc(-n2c(SCC(=O)Nc3cc(C)on3)nc3c([nH]c4ccccc43)c2=O)cc1	1	11	-3	-1	0	0.1	0.5	2
Cc1c(NC(=O)C(C)Oc2ccccc2F)c(=O)n(-c2ccccc2)n1C (configuration not stated)	1	-4	0	8	-9	0.1	.	-2
C[C@H]1CN([C@@H](C)CO)C(=O)c2cc(C#CCc3ccccc3)cnc2O[C@H]1CN(C)C(=O)C1CCOCC1	.	3	4	-1	6	-0.4	-0.3	-10
C[C@@H]1CN([C@@H](C)CO)C(=O)c2cccc(NS(=O)(=O)c3ccc(F)cc3)c2O[C@@H]1CN(C)C(=O)Nc1ccc(F)cc1	1	-1	-3	-10	-1	0.0	-0.2	6
COCCn1nnnc1SCC(=O)Nc1ccc2c(c1)OCO2	0	-2	3	2	-2	0.2	.	-15
CO[C@@H]1CN(C)C(=O)c2ccc(NC(=O)C3CCCC3)cc2OC[C@@H](C)N(C(=O)Nc2ccc(C(F)(F)F)cc2)C[C@H]1C	0	8	1	0	-3	0.2	0.8	0
CN(C)C(=O)c1cccc(-c2ccc3c(c2)[C@H]2[C@H](CCN2C(=O)Cc2ccccn2)[C@@H](CO)N3C)c1	.	-2	.	.	-5	0.2	-0.1	.
CCCNC(=O)Nc1ccc2c(c1)OC[C@H](C)N(C(=O)C1CCCCC1)C[C@H](C)[C@H](OC)CN(C)C2=O	3	1	-3	6	-17	-0.6	0.2	5
CC(C)NC(=O)Nc1cccc2c1O[C@@H](CN(C)Cc1ccc(C(F)(F)F)cc1)[C@H](C)CN([C@H](C)CO)C2=O	2	-8	-2	-15	-19	-0.1	29*	-4
Cc1nc(C(F)(F)F)c(C(=O)N/N=C(\N)c2ccccn2)s1	-4	.	-1	1	.	0.0	.	-2
CC(C)c1ccc(Nc2nnc(SC3CCOC3=O)s2)cc1 (configuration not stated)	1	.	4	6	-1	0.0	.	-14
O=C1CN(Cc2ccccc2)C[C@@H]2[C@H](c3ccc(Br)cc3)[C@@H](CO)N12	0	.	2	-1	.	0.0	0.1	-12
CCC(C)Sc1ccc([C@H]2N[C@@](C)(C(=O)OC)[C@H]3C(=O)N(CC)C(=O)[C@@H]23)cc1OC (some centres not stated)	0	-5	11	12	3	0.0	0.0	-24
Cc1c(-c2ccccc2)nnn1-c1ccc(F)c(Cl)c1	2	.	0	12	.	0.0	-0.1	-14
Cn1c(=O)[nH]c(=O)c2c1nc(NCCN)n2CCOc1ccccc1	-2	-4	0	0	-4	0.0	.	-31
COc1ccc(CCN2C(=O)C3C4C=CC(C5CC45)C3C2=O)cc1OC (configuration not stated)	-16	.	-3	-6	.	0.0	.	-9
CNC[C@H]1Oc2ccc(NC(=O)Nc3ccc(C(F)(F)F)cc3)cc2CC(=O)N([C@@H](C)CO)C[C@H]1C	-5	-4	-1	2	0	-0.2	0.0	9
Cc1cccc(C)c1NC(=O)CN(C)C(=O)c1ccc2nc[nH]c2c1	-2	-1	-1	1	0	-0.1	1.1	1
CC1(CCc2ccc3c(c2)OCO3)NCCc2c1[nH]c1ccccc21 (configuration not stated)	0	-2	0	-4	8	0.0	0.3	16
CCC(=O)N[C@@H]1C=C[C@H](CC(=O)NCc2ccc(OC)cc2)O[C@@H]1CO	1	4	0	-3	-3	-0.6	-0.6	3
O=c1[nH]ncc(N2CCCCCC2)c1Cl	-8	7	-3	2	-2	0.0	.	-6
CC(=O)c1cc(C(=O)N2CCCC(C(=O)c3ccc(Cl)cc3)C2)cs1 (configuration not stated)	1	.	1	-5	-10	0.4	.	-12
O=[N+]([O-])c1cccc(C(=NCc2ccccc2)NO)c1	0	4	1	-4	-8	0.1	.	9
CCN(C(=O)Cc1c(C(=O)O)n(CC)c2ccccc12)c1ccccc1C	-1	0	0	0	.	0.1	.	-2
COc1ccccc1/C=C/C(=O)Nc1cccc(C(C)=O)c1	-1	.	-16	1	.	0.0	.	-3
CCOc1ccc(CCNC(=O)COC(=O)c2ccc(Cl)nc2)cc1OCC	3	.	-2	1	21	0.5	.	4
C[C@@H]1CN([C@H](C)CO)C(=O)Cc2cc(NC(=O)Cc3ccccc3)ccc2O[C@H]1CN(C)Cc1ccncc1	2	-3	0	7	3	0.0	-4.3	10
CC(C)CC(=O)NC(NC(=S)Nc1ccccc1)C(Cl)(Cl)Cl (configuration not stated)	2	-4	2	-4	4	0.3	-0.5	-16

Ordered by the number under ERAP1 inh (highest first): three from the list above.
SMILES	ERAP1 inh	esBAF inh	ERp5 block	S100A4 inh HTS	RAD52 anneal inh
CCOc1ccc(CCNC(=O)COC(=O)c2ccc(Cl)nc2)cc1OCC	3	.	-2	1	4
CC(C)CC(=O)NC(NC(=S)Nc1ccccc1)C(Cl)(Cl)Cl (configuration not stated)	2	-4	2	-4	-16
COc1ccccc1/C=C/C(=O)Nc1cccc(C(C)=O)c1	-1	.	-16	1	-3

(cont.)
mol	ERAP1 inh	esBAF inh	ERp5 block	S100A4 inh HTS	RAD54 branch	Xi reactivation	E-selectin induc	RAD52 anneal inh
CCOc1ccc(/C=C(/NC(=O)c2ccccc2Cl)C(=O)O)cc1	-3	.	0	-2	.	0.1	.	-20
COc1ccc(CC(N)c2csc(NC(=O)c3ccc(OC)cc3)n2)cc1 (configuration not stated)	1	13	-1	-9	8	-0.1	-0.2	-125
COc1ccc(CC(=O)Nc2cc(=O)n(C)c(=O)n2C)cc1	0	-5	6	-1	-6	-0.2	-0.1	-89
C[C@@H]1CN([C@H](C)CO)C(=O)c2cc(NC(=O)CCCN(C)C)ccc2O[C@@H]1CN(C)C(=O)NC1CCCCC1	0	-4	-4	9	4	0.1	-0.2	-36
C[C@H](CO)N1C[C@H](C)[C@H](CN(C)CC2CCCCC2)Oc2c(NC(=O)Nc3ccc4c(c3)OCO4)cccc2C1=O	-15	-3	0	4	6	-0.1	-0.1	1
COCCCn1c(=O)c2sccc2n(Cc2cccc(F)c2)c1=O	0	-7	0	-8	2	0.0	.	-10
C[C@@H]1CCCCO[C@H](CN(C)C(=O)Nc2ccccc2)[C@@H](C)CN([C@@H](C)CO)C(=O)c2cc(NS(=O)(=O)c3ccccc3)ccc2O1	1	-1	-2	-61	3	-0.1	.	-35
CC1Sc2ccc(S(=O)(=O)CCC(=O)Nc3cc(F)ccc3F)cc2NC1=O (configuration not stated)	7	-6	-3	-1	-7	0.0	0.0	9
CCCCOc1ccc(S(=O)(=O)N2CCN(C)CC2)cc1	.	15	4	-1	.	0.0	0.1	-8
O=C(CSc1ncn[nH]1)Nc1ccnc2ccccc12	7	-6	3	-7	0	0.1	0.1	-17
Cc1ccccc1S(=O)(=O)N1CCCCN2[C@H](CO)[C@H](c3ccc(-c4cncnc4)cc3)[C@@H]2C1	1	.	-7	0	0	0.2	-0.3	-2
CC(=O)c1cccc(NC(=O)c2ccc(S(=O)(=O)N3CCCC3)cc2)c1	-2	5	5	-13	3	0.5	0.0	-8
C[C@@H]1CN([C@@H](C)CO)C(=O)c2cc(-c3ccc(F)cc3)cnc2O[C@H]1CN(C)C(=O)NC1CCCC1	0	0	-3	-4	-4	-1.0	-0.1	-2
NC(=O)CN1CCCC1c1ccc2c(c1)OCCO2 (configuration not stated)	-1	-1	0	-25	-17	0.3	.	-9
C[C@H]1CN([C@@H](C)CO)C(=O)c2c(c3ccccc3n2C)-c2ccccc2CO[C@@H]1CN(C)C(=O)[C@H](Cc1ccccc1)N(C)C	1	9	-2	12	5	0.2	0.5	9
O=C(COC(=O)c1ccc([N+](=O)[O-])o1)Nc1ncc(Cl)cc1Cl	4	.	4	16	.	0.4	-0.2	-46
Cc1nc(C(=O)NC2CC2)sc1C1(C)CC(c2ccccc2)=NO1 (configuration not stated)	1	13	-3	-1	8	0.0	0.3	-26
COc1ccc(-n2c(C)cc(C(=O)COC(=O)Cc3n[nH]c(=O)c4ccccc34)c2C)cc1	-1	.	1	0	.	-0.1	.	-28
O=C(c1ccc(N2CCOCC2)nc1)N1CCOCC1	-1	2	-3	-2	-6	.	.	-8
FC(F)(F)c1ccccc1-c1nc(-c2ccncc2)no1	0	21	-11	8	7	0.0	-0.3	-4
COc1ccc(NC(=O)C2CCN(S(C)(=O)=O)CC2)cc1OC	1	-3	3	-2	-2	-0.1	-0.2	-4
O=C(c1cccc(F)c1)N1CCN(Cc2cccc(Br)c2)CC1	14	5	-12	-1	1	0.0	2.5	-6
CCc1cc(-c2n[nH]c(C)c2-c2ccccc2Cl)c(O)cc1OC	-1	0	0	-2	-1	0.0	0.1	0
Cc1ccc(CS(=O)(=O)Cc2ccc(C(=O)NCCc3ccccc3)o2)cc1	0	1	0	0	.	0.0	22	-2
COc1c(O)cc2oc(-c3ccc(O)cc3)cc(=O)c2c1O	1	0	-5	1	7	-0.1	0.4	6
O=C(CSc1nn(-c2ccc(Cl)cc2)c(=S)s1)NCC1CCCO1 (configuration not stated)	-2	-1	-6	-2	-11	0.0	.	-7
CC(=O)N/C(=C\c1cccc([N+](=O)[O-])c1)C(=O)NC(C)C	-4	0	2	-4	-6	0.1	0.4	-14

Assay outcomes as filed in PubChem BioAssay.
